Bioassay records deposited in PubChem BioAssay by several laboratories.
DAX1 inh-1 = DAX1 (NR0B1) inhibition, primary screen; HEK293T StAR-luciferase reporter, SF-1/DAX-1 repression relief; AID 652010; 370,000 compounds, 1.1% hits; inhibition, % at 6.8 µM;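 active means inhibition above the mean over all tested compounds plus 3 SD, cut at about 3.6% in these data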;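 further: 0% = DAX-1 cells with DMSO and 100% = cells lacking DAX-1 with DMSO; higher inhibition means more luminescence from relief of DAX-1 repression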
SMARCA2 act = activators of SMARCA2 function. activation, % at 9.1 µM. AID 652017. MG213 cells, MMTV-luciferase reporter, dexamethasone, overnight. 370,000 compounds, 1% hits; in the data active means activation above about 7.8%;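 further: 0% = vehicle wells and 100% = reference activator wells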
hcDAF12 agonist = activates DAF-12 receptor from parasite H. contortus | HEK293 hcDAF-12 lit1-tk-luc reporter, luminescence; 0% DMSO, 100% Δ7-dafachronic acid | activation, % at 6.8 µM | 370,000 compounds, 1.4% hits | AID 652067;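 active means activation above the mean of all tested compounds plus 3 SD, cut at about 5.5% in these data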;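 further: 100% = response to 3 µM Δ7-dafachronic acid high control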
NR1D1 modulator = Rev-erb alpha (human) modulation | P20393 | Rev-erbα–FITC-DNA binding, fluorescence polarization, 90 min | activity, % at 10 µM | 370,000 compounds, 0.79% hits | AID 1259318;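 active means activity above about 14%, limit read from the data; passing the limit was not always enough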;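 further: 0% = DMSO wells with 35 nM protein and 100% = DMSO wells with 750 nM protein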
PLC-beta3 inh = blocks human PLC-beta3 enzyme activity; Q01970; 370,000 compounds, 0.18% hits; inhibition, % at 12.2 µM; Purified PLC-beta3, fluorogenic substrate, fluorescence; in the data active means inhibition above about 11%;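 further: 0% = median of compound wells on plate and 100% = full blocker control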
MBD2 inh = inhibitors of human MBD2 binding to methylated oligonucleotide; inhibition, % at 4.4 µM; 370,000 compounds, 0.31% hits; Q9UBB5; TR-FRET; in the data active means inhibition above about 13%
Target sequence (Q9UBB5 whole entry, looked up): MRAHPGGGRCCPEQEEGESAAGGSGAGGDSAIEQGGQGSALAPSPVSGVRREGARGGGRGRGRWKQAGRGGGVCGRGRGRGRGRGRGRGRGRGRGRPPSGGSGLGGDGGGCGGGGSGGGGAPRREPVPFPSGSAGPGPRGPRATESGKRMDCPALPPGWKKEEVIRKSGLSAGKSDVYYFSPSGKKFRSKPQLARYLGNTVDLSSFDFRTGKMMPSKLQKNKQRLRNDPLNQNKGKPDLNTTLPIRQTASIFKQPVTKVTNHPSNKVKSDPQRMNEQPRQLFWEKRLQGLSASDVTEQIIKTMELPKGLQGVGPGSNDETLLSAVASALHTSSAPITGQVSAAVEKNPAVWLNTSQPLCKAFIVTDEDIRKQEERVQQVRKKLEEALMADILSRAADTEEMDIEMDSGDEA
PLCg1 inh = blocks human PLC-gamma1 enzyme activity; P19174; inhibition, % at 12.2 µM; 370,000 compounds, 0.84% hits; AID 720700; purified PLC-gamma1, fluorogenic substrate, fluorescence; in the data active means inhibition above about 9.5%
hgDAF12 agonist = activates the H. glycines DAF-12 receptor ligand-binding domain; HEK293 GAL4-hgDAF12 UAS-luciferase reporter, agonist luminescence; normalized to butyrate control; 370,000 compounds, 1.8% hits; activation, % at 6.8 µM;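 active means activation above a cutoff set at the mean of all screened compounds plus 3 SD, cut at about 10% in these data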;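 further: 0% = DMSO wells and 100% = sodium butyrate wells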
ssDAF-12 act = S. stercoralis DAF-12 activation, primary screen; activation, % at 6.8 µM; AID 652126; 370,000 compounds, 1% hits; HEK293 ssDAF-12/GRIP1 lit1-tk-luc reporter, luminescence; % of 3 µM dafachronic acid response;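 active means activation above the mean over all tested compounds plus 3 SD, cut at about 0.9% in these data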;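 further: 0% = DMSO-only wells and 100% = 3 µM delta7-dafachronic acid wells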
DAX1 inh-2 = inhibitors of human orphan nuclear receptor DAX1 (NR0B1). P51843. HEK293 Gal4-DAX1 luciferase reporter, luminescence. 340,000 compounds, 0.99% hits. AID 504766. inhibition, % at 6.75 µM;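 active means inhibition above the mean over all tested compounds plus 3 SD, cut at about 4.2% in these data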;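 further: 0% = DAX1-transfected cells with DMSO and 100% = empty-vector control cells with DMSO; inhibition shows as a rise in luminescence from relieved DAX1 repression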
Target sequence (P51843 207-470 limits assumed): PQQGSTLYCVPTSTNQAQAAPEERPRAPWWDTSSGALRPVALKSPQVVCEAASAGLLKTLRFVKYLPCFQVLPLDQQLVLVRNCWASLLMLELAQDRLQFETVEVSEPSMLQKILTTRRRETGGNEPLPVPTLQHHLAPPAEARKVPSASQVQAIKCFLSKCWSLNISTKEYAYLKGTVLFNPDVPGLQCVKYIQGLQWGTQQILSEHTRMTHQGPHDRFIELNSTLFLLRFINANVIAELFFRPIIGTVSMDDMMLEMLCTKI
ADAM17 inh = inhibits human ADAM17 | recombinant ADAM17, EDANS/DABCYL FRET peptide cleavage | inhibition, % at 6.95 µM | 370,000 compounds, 0.83% hits;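 active means inhibition above the mean of compounds lying between control limits plus 3 SD, set per campaign, cut at about 8.5% in these data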;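 further: 0% = DMSO-only wells as the low control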
* marks the source's active call; other numbers are inactive results; nt = no result given.

Screens by letter – A = DAX1 inh-1; B = SMARCA2 act; C = hcDAF12 agonist; D = NR1D1 modulator; E = PLC-beta3 inh; F = MBD2 inh; G = PLCg1 inh; H = hgDAF12 agonist; I = ssDAF-12 act; J = DAX1 inh-2; K = ADAM17 inh
COc1ccc(Cl)cc1-c1nc(SCC(=O)NC2CCS(=O)(=O)C2)n[nH]1 (stereo not given)
  A: -0.1 | B: -2.3 | C: 1.4 | D: 1.3 | E: -7.4 | F: 1.5 | G: 2.3 | H: 0.2 | I: -1.9 | J: -0.2 | K: -7.3
C=CCN(C)CC#Cc1ccccc1C
  A: 0.0 | B: -3.4 | C: -2.1 | D: -4.5 | E: -1.6 | F: -1.1 | G: -2.5 | H: 1.9 | I: -0.9 | J: nt | K: -2.2
O=C(NCCC(=O)N1CCCC1)c1ccccc1Cl
  A: 2.0 | B: 1.2 | C: 1.9 | D: -5.5 | E: -5.2 | F: -2.2 | G: -1.8 | H: 3.5 | I: -0.4 | J: 0.4 | K: 0.1
COc1ccccc1Cc1nc(-c2ccc(C)cc2)no1
  A: 0.5 | B: 4.8 | C: -0.3 | D: 5.4 | E: 0.8 | F: 4.1 | G: -0.6 | H: 2.7 | I: -1.4 | J: 1.6 | K: 0.1
Cc1ccc(C(=O)Cn2cnc3ccccc3c2=O)cc1
  A: 2.1 | B: 5.0 | C: 1.1 | D: 10.0 | E: -1.3 | F: -0.2 | G: 2.7 | H: 5.5 | I: -1.1 | J: 1.8 | K: 0.2
Cc1cccc(C(=O)NNC2=C(C(=O)C(F)(F)F)CCC2)c1O
  A: 0.6 | B: -0.1 | C: 3.4 | D: 4.3 | E: -92.3 | F: -0.1 | G: -79.2 | H: 11.9* | I: 0.0 | J: 1.5 | K: -6.8
O=C(c1ccccc1)c1ccc(O)cc1O
  A: -0.2 | B: -1.9 | C: -0.3 | D: 9.1 | E: -59.8 | F: 2.9 | G: -33.5 | H: -0.3 | I: -1.6 | J: 3.2 | K: -1.9
Cc1cc(NCc2ccccc2)n2ncc(-c3ccccc3)c2n1
  A: 4.1* | B: 1.4 | C: 4.0 | D: 5.4 | E: -363.9 | F: 0.0 | G: -267.1 | H: 9.2 | I: 0.9* | J: 1.7 | K: -69.3
CN(C)S(=O)(=O)c1cc(NC(=O)COC(=O)/C=C/c2ccco2)ccc1Cl
  A: -0.2 | B: 3.5 | C: 0.8 | D: 3.0 | E: -18.4 | F: 2.6 | G: -4.8 | H: 0.1 | I: -1.4 | J: 3.0 | K: -3.0
CC1CC(NC(=O)/C=C/C(=O)O)CC(C)(C)C1 (stereo not given)
  A: 0.9 | B: 10.5* | C: 0.2 | D: -0.8 | E: -4.5 | F: 2.4 | G: 6.2 | H: -1.3 | I: -1.4 | J: -0.1 | K: 1.3
O=C(O)c1ccc(N/C(=N\S(=O)(=O)c2ccc(Cl)cc2)c2ccccc2)cc1
  A: 0.2 | B: -1.1 | C: 1.1 | D: 0.8 | E: -10.4 | F: 1.6 | G: -5.2 | H: -4.3 | I: -1.0 | J: -0.1 | K: -5.9
CCOC(=O)c1ccc(CSc2nnc(-c3ccncc3)n2N)cc1
  A: -0.8 | B: 0.1 | C: -0.4 | D: 0.0 | E: 2.1 | F: 3.3 | G: 0.6 | H: 4.7 | I: -0.6 | J: 1.1 | K: -1.9
CCCCCC(=O)N/N=C/c1cccs1
  A: 0.0 | B: 0.5 | C: -1.2 | D: 2.2 | E: 0.4 | F: -4.7 | G: -1.4 | H: -0.7 | I: -1.8 | J: -0.4 | K: 0.1
Cn1c(=O)n(CCc2ccccc2)c(=O)c2c1nc1n2CCCN1CCc1ccccc1
  A: 0.1 | B: -0.5 | C: -1.5 | D: -1.5 | E: 3.8 | F: -2.6 | G: 1.1 | H: -0.9 | I: -0.9 | J: -3.0 | K: -3.4
OC(c1ccc(Cl)c(F)c1)c1ncc(-c2ccc(Oc3ccccc3)cc2)[nH]1 (stereo not given)
  A: 0.2 | B: -5.2 | C: 0.3 | D: 7.3 | E: -13.7 | F: 0.4 | G: -6.1 | H: -2.3 | I: -0.8 | J: nt | K: 4.4
CN(C)NC(=S)Nc1cccc(Cl)c1
  A: -0.3 | B: 0.9 | C: -1.4 | D: -1.6 | E: -6.2 | F: -0.6 | G: 0.1 | H: 0.3 | I: -0.1 | J: 2.4 | K: 0.9
Cc1cccc(CSc2ccc3nnc(-c4ccccn4)n3n2)c1
  A: -0.3 | B: -1.8 | C: -1.1 | D: -0.5 | E: -5.9 | F: 5.3 | G: -1.9 | H: 3.2 | I: -2.5 | J: -0.8 | K: 0.1
CN1C=CC(=O)[C@@H](OC(=O)Nc2ccc(Br)cc2)[C@H]1c1ccccc1Br
  A: -0.6 | B: -1.7 | C: 0.2 | D: 0.3 | E: -12.1 | F: -3.7 | G: -7.0 | H: -3.7 | I: -0.8 | J: -0.7 | K: 1.9
O=C1OCc2ccc(NC(=O)C3CC3)cc21
  A: 0.2 | B: 1.1 | C: -0.4 | D: -8.8 | E: -6.1 | F: 1.1 | G: 1.1 | H: 4.3 | I: -1.6 | J: -0.2 | K: -5.3
CCOc1ccc(C(=O)CCC(=O)NNC(=O)CCN2CCN(c3ccccc3)CC2)cc1
  A: 1.1 | B: -2.2 | C: 2.0 | D: -5.7 | E: -10.4 | F: 1.4 | G: -2.0 | H: -1.9 | I: -1.4 | J: -1.3 | K: -1.0
O=C(N/N=C/c1ccncc1)c1cccc(NC(=O)c2ccc(Cl)cc2)c1
  A: -1.1 | B: -1.5 | C: -1.0 | D: -10.4 | E: -1.8 | F: -0.3 | G: -1.3 | H: 0.7 | I: -1.9 | J: -2.3 | K: -3.4
C[C@@H]1CN([C@H](C)CO)C(=O)CCCn2nncc2CO[C@H]1CN(C)S(=O)(=O)c1ccc(C#N)cc1
  A: -0.9 | B: -3.7 | C: -0.9 | D: -1.3 | E: 0.9 | F: 2.0 | G: 2.8 | H: -1.3 | I: -1.1 | J: 0.3 | K: -5.8
O=C(N/N=C/c1ccc(Sc2nc3ccccc3s2)c([N+](=O)[O-])c1)c1ccccn1
  A: 0.7 | B: 2.8 | C: 4.2 | D: -16.0 | E: 2.2 | F: -0.4 | G: 1.1 | H: 1.6 | I: -0.5 | J: 2.1 | K: -3.3
N=C1C(c2ccc(Br)cc2)=C(O)C2CCc3ccccc3N12 (stereo not given)
  A: 1.2 | B: -0.2 | C: 0.3 | D: 2.9 | E: -20.0 | F: 1.6 | G: -18.8 | H: 4.3 | I: -1.5 | J: 0.3 | K: -4.3

Structures listed so far containing a Cl atom:
Screens by letter – A = DAX1 inh-1; B = SMARCA2 act; C = hcDAF12 agonist; D = NR1D1 modulator; E = PLC-beta3 inh; F = MBD2 inh; G = PLCg1 inh; H = hgDAF12 agonist; I = ssDAF-12 act; J = DAX1 inh-2; K = ADAM17 inh
COc1ccc(Cl)cc1-c1nc(SCC(=O)NC2CCS(=O)(=O)C2)n[nH]1 (stereo not given)
  A: -0.1 | B: -2.3 | C: 1.4 | D: 1.3 | E: -7.4 | F: 1.5 | G: 2.3 | H: 0.2 | I: -1.9 | J: -0.2 | K: -7.3
O=C(NCCC(=O)N1CCCC1)c1ccccc1Cl
  A: 2.0 | B: 1.2 | C: 1.9 | D: -5.5 | E: -5.2 | F: -2.2 | G: -1.8 | H: 3.5 | I: -0.4 | J: 0.4 | K: 0.1
CN(C)S(=O)(=O)c1cc(NC(=O)COC(=O)/C=C/c2ccco2)ccc1Cl
  A: -0.2 | B: 3.5 | C: 0.8 | D: 3.0 | E: -18.4 | F: 2.6 | G: -4.8 | H: 0.1 | I: -1.4 | J: 3.0 | K: -3.0
O=C(O)c1ccc(N/C(=N\S(=O)(=O)c2ccc(Cl)cc2)c2ccccc2)cc1
  A: 0.2 | B: -1.1 | C: 1.1 | D: 0.8 | E: -10.4 | F: 1.6 | G: -5.2 | H: -4.3 | I: -1.0 | J: -0.1 | K: -5.9
OC(c1ccc(Cl)c(F)c1)c1ncc(-c2ccc(Oc3ccccc3)cc2)[nH]1 (stereo not given)
  A: 0.2 | B: -5.2 | C: 0.3 | D: 7.3 | E: -13.7 | F: 0.4 | G: -6.1 | H: -2.3 | I: -0.8 | J: nt | K: 4.4
CN(C)NC(=S)Nc1cccc(Cl)c1
  A: -0.3 | B: 0.9 | C: -1.4 | D: -1.6 | E: -6.2 | F: -0.6 | G: 0.1 | H: 0.3 | I: -0.1 | J: 2.4 | K: 0.9
O=C(N/N=C/c1ccncc1)c1cccc(NC(=O)c2ccc(Cl)cc2)c1
  A: -1.1 | B: -1.5 | C: -1.0 | D: -10.4 | E: -1.8 | F: -0.3 | G: -1.3 | H: 0.7 | I: -1.9 | J: -2.3 | K: -3.4
